Source: PubChem
TNAP act hi DEA – TNAP (human) activation, high acceptor. P05186. activation factor at 20 µM. purified TNAP, CDP-star luminescence, 1 M DEA, 30 min; stronger effect = higher value; 0 = EDTA background, 1 = DMSO-only activity. AID 1136. 200,000 tested, under 10 active;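 active = activation factor at least 2 at 20 µM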
Target sequence (P05186 whole entry, looked up): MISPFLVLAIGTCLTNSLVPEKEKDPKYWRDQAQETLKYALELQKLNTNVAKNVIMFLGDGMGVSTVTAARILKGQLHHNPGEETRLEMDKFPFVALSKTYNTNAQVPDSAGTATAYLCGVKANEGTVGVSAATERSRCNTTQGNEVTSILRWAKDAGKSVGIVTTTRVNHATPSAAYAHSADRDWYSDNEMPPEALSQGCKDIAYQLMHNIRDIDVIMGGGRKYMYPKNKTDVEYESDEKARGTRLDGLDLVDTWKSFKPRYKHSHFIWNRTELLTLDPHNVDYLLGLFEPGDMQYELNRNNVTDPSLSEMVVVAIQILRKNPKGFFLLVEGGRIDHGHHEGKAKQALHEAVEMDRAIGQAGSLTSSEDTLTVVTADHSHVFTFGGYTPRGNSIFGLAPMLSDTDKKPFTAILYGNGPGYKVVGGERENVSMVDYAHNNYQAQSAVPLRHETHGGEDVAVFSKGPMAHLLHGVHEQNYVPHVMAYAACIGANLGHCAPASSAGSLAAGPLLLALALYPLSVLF
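Measured by: Luminescent substrate turnover signal | Test system: Human TNAP | Input: TNAP 1/800 final | Dosing: 20 µM single point | Schedule: 30 min, room temperature | Controls: EDTA wells as negative control, DMSO wells as positive control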
bIAP act – intestinal alkaline phosphatase (bovine) activation | purified bovine IAP, CDP-star luminescence, 30 min; stronger effect = higher value; fold of DMSO-control signal, blank-subtracted | activation factor at 20 µM | actives 0.17% (n = 200,000);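 active = activation factor of 2 or more at 20 µM, a signal rise over negative controls twice the positive control's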
TNAP inh hi DEA – blocks human TNAP under high phosphate acceptor concentration; actives 0.03% (n = 200,000); P05186; inhibition, % at 20 µM; purified TNAP, CDP-star luminescence, 1 M DEA;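 active = over 50% inhibition of tissue-nonspecific alkaline phosphatase at 20 µM in the single-dose screen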;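 note: plate controls were DMSO wells for no effect and EDTA-quenched wells as full inhibition for full effect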
PPARg SRC3 recr – agonists of human PPARgamma SRC-3 coactivator recruitment; P37231; biochemical PPARgamma/SRC-3 coactivator recruitment assay; activation, % at 8 µM; actives 0.26% (n = 200,000); AID 731; in the data active = activation above about 23%;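 note: 0% = DMSO and 100% = reference agonist; some compounds past the cut are filed as inactive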
Target sequence (P37231 whole entry, looked up): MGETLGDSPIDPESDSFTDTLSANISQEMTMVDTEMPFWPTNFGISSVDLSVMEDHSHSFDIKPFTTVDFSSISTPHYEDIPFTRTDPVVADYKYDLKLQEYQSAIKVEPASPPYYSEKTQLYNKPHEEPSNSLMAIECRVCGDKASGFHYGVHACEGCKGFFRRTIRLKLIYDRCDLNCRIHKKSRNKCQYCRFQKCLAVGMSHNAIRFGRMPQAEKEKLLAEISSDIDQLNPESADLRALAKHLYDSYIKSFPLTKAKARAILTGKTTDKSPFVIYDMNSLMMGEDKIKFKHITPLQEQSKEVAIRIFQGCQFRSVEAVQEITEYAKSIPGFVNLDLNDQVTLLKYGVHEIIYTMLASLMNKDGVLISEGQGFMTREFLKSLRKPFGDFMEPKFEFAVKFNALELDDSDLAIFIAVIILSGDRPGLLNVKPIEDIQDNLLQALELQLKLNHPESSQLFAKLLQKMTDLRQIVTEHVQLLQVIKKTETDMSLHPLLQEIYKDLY
HMGR II inh – blocks class II HMG-CoA reductase of Enterococcus faecalis; AID 1066; purified E. faecalis HMGR, NADPH absorbance 340 nm kinetic; inhibition, % at 10 µM; actives 0.41% (n = 190,000);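 active = inhibition above a set limit, the median over all tested compounds plus 3 SD, cut at about 9.5% in these data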;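 note: enzyme runs in reverse so mevalonate oxidation gives rising NADPH absorbance; 0% = complete reaction with DMSO and 100% = background rate lacking mevalonate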
PPARg SRC-1 ag – agonists of human PPARgamma SRC-1 coactivator recruitment; P37231; PPARgamma-SRC-1 coactivator recruitment biochemical assay; activation, % at 8 µM; actives 0.41% (n = 200,000); in the data active = activation above about 19%;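 note: 0% = DMSO and 100% = reference agonist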
TNAP inh no acc – inhibitors of human TNAP without phosphate acceptor; P05186; purified TNAP, CDP-star luminescence, 30 min; inhibition, % at 20 µM; actives 0.26% (n = 200,000); AID 1012;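 active = tissue-nonspecific alkaline phosphatase inhibition above about 50% at 20 µM in the single-dose screen, limit read from the data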;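 note: 0% = DMSO negative control and 100% = EDTA positive control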
TR-FRET SRC-2 ct – TR-FRET artefact, counter-screen to PPARgamma/SRC-2 agonist assay. stronger effect = higher value. TR-FRET ratio at 8 µM. actives 0.4% (n = 200,000). AID 1049; in the data active = TR-FRET ratio above about 2000; note: inactives centre near 1500
bIAP inhibitor – intestinal alkaline phosphatase (bovine) inhibition. purified bovine IAP, CDP-star luminescence, 30 min. inhibition, % at 20 µM. 190,000 tested, under 10 active;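 active = over 50% inhibition of intestinal alkaline phosphatase at 20 µM in the single-dose screen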
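test system = bovine IAP enzyme | medium = DEA buffer 100 mM, pH 9.8, with MgCl2 1.0 mM, ZnCl2 0.02 mM | detection = luminescence | dosing = single compound dose of 20 µM, 2% DMSO final | incubation = 30 min reaction at room temperature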
PPARg SRC2 recr – promotes SRC-2 coactivator recruitment by human PPARgamma; PPARgamma LBD-SRC-2 recruitment, biochemical; AID 1032; P37231; activation, % at 8 µM; actives 0.34% (n = 200,000); in the data active = activation above about 22%;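 note: 0% = vehicle and 100% = reference agonist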
An asterisk follows results filed as active; x = no result given. Hits appear at their usual frequency; 1.6% or so of the library scored in one or more.

SMILES	TNAP act hi DEA	bIAP act	TNAP inh hi DEA	PPARg SRC3 recr	HMGR II inh	PPARg SRC-1 ag	TNAP inh no acc	TR-FRET SRC-2 ct	bIAP inhibitor	PPARg SRC2 recr
Oc1[nH]c2ccccc2c1N=NC(=S)NCCc1ccccc1	0.8	0.9	15	2	2	0	-60	1460	8	-3
COCCNC(=O)Cc1ccc(F)cc1	1	1	0	3	-3	3	-16	1501	-4	3
Cc1ccc2cc(CCNC(=O)Cc3cccs3)c(=O)[nH]c2c1	1	0.9	-3	3	-2	-2	-7	1590	11	3
CC(Oc1ccc(-c2ccccc2)c(F)c1)c1ccn(S(=O)(=O)c2ccc(Br)cc2)n1 (stereo not given)	1	0.5	-4	14	2	-3	-10	1518	48	2
CC(C)CC(C(=O)O)N(Cc1ccccc1)Cc1ccccc1 (stereo not given)	1	1	-4	5	-7	3	-3	1427	-2	2
O=C(O)C1CC(c2ccccc2)=NO1 (stereo not given)	1.1	1	-12	1	-7	-2	-2	1685	-4	11
CN(C)S(=O)(=O)c1ccc(NCC2COc3ccccc3O2)c([N+](=O)[O-])c1 (stereo not given)	1	0.8	4	2	-8	0	4	1656	16	5
O=c1c2cc(N3CCOCC3)ccc2[nH]c(=S)n1CC1CCCO1 (stereo not given)	1	0.9	-1	0	-4	-3	-8	1500	8	5
CC(NC(N)=O)C(=O)Nc1ccc(Cl)c(S(=O)(=O)Nc2ccc(Cl)cc2)c1 (stereo not given)	1	1.2	1	0	2	2	-3	1723	-17	10
Cn1c(SCc2ccccc2Cl)nc(C(F)(F)F)cc1=O	1	1	0	6	-2	2	8	1658	2	6
NS(=O)(=O)c1ccc(NC(=O)COC(=O)CCC2CCCCC2)cc1	1	0.8	1	3	4	4	2	1806	16	10
Cc1cc(C(=O)COc2cccc(-n3cnnn3)c2)c(C)n1-c1ccccc1	1.1	0.7	-5	0	0	-2	-12	1453	28	-9
CCCCN(CC)CCCNC(=O)c1csc2c1CCCCC2	1	1.3	-2	1	4	9	-15	1673	-27	3
O=C(Nc1nnc(-c2ccco2)o1)c1cccc(N2C(=O)CCC2=O)c1	1	1.1	-2	4	0	2	-10	1416	-13	11
COc1ccc(C(=O)/C(=C\N(C)C)n2nc(C)cc2C)cc1	1	1.1	-4	6	0	8	-7	1698	-13	11
COc1ccc(NC(=O)CN2CCC(C(N)=O)(N3CCCCC3)CC2)c(OC)c1	1	1.2	-1	-1	4	1	-3	1489	-21	1
O=c1c2oc3ccccc3c2ncn1Cc1ccc(F)cc1	1	1.1	0	-2	-4	9	4	1308	-6	-8
Cc1ccc(OCCCCn2c(CO)nc3ccccc32)cc1	1	1.1	0	2	0	5	-17	1582	-11	9
COc1ccc(C2C(C(C)=O)=C(O)C(=O)N2c2cccnc2)c(OC)c1 (stereo not given)	1	1	-2	6	-10	9	-8	1641	-2	9
COc1ccc(NC(=O)Nc2ccccc2SC)c(OC)c1	1	1.1	-2	8	-4	-2	-10	1464	-11	8
CCOc1ncccc1C(=O)OC(C)C(=O)Nc1ccc(CC)cc1 (stereo not given)	1	1	0	-1	-4	3	-3	1609	-3	-1
Cc1ccc(C(=O)CSc2ncnc3ccccc23)o1	1	1.1	0	-1	-5	7	-8	1531	-5	-5
CC1CCN(Cc2cnc(Cl)s2)CC1	1.1	1	-5	14	-3	0	-3	1567	-2	4
Cc1ccc2nc(NC(=O)C3=NN(c4ccccc4)C(=O)CC3)sc2c1	1	0.8	1	-2	0	4	-5	1603	22	4
O=C(O)Cn1ncc2c1-c1ccoc1CC2	1	1	-5	6	4	5	28	1715	-1	4
CCc1cccc(NC(=O)CN(C)S(=O)(=O)c2cccs2)c1	1	0.9	-1	-1	0	-2	-9	1639	9	-2
Cc1cc(C)n(-c2nnc(C)n2/N=C/c2ccc(O)cc2)n1	1	1.2	-4	-1	-5	-12	-5	1386	-20	-4
O=C(Nc1ccncc1)c1cccc(F)c1	1	0.9	-2	3	2	2	-11	1646	8	5
Cc1ccc(C(=O)N2CCC(C(N)=O)CC2)cc1C	1.1	1	-6	9	0	6	-3	1605	2	9
CCOC(=O)N1CCC(N(CCOC)C(=O)Nc2ccc(Cl)cc2)CC1	1	1	2	-3	-2	-7	-3	1579	-2	-7
C(=C\c1nc(-c2ccccc2)no1)/c1ccccc1	1	0.9	-3	1	-5	2	-16	1492	5	-2
CCOC(=O)c1c(NC(=O)C(=O)N/N=C/c2ccc(O)c(OC)c2)sc2c1CCCCC2	1	0.7	3	4	-5	-4	-81	1557	27	-3
COc1ccc(N2CC(O)=C(c3n(C)c4ccccc4[n+]3C)C2=N)cc1	1	0.9	-3	2	-1	0	-10	1514	15	-1
C[N+]1(CCN2C(=O)C3CC=C(Cl)CC3C2=O)CCOCC1 (stereo not given)	1	1.1	0	2	0	5	-4	1500	-8	9
O=C(c1cc2ccccc2c(=O)o1)N1CCCCCC1	1	0.9	1	2	2	-1	-2	1467	6	-1
Cc1cc(C)c(NC(=S)N(CCc2ccncc2)C(C)C)c(C)c1	1	1	-2	-5	-3	3	-8	1726	-2	-7
CC(O)C(C(=O)OCc1ccc([N+](=O)[O-])cc1)N1C(=O)c2ccccc2C1=O (stereo not given)	1	0.7	-2	-9	-4	-4	-5	1475	29	-3
CC(C)(C)NC(=O)C1CCN(S(=O)(=O)c2ccc(Br)cc2)CC1	1	0.9	-1	0	0	-1	1	1663	8	1
CCOC(=O)C1=C(C)Nc2nc(C)nn2C1c1ccc(OCC)c(OC)c1 (stereo not given)	1	1	-4	4	-4	12	-7	1590	-1	6
COc1ccc(NC(=O)CC(C)C)c(OC)c1	1	0.9	-2	-2	-1	-2	-6	1352	9	5
Cc1ccccc1Cn1c(CN2CCc3ccccc3C2)nc2c1c(=O)n(C)c(=O)n2C	1	1	-1	-2	-1	0	-6	1253	2	-1
COCCOC(=O)C1=C(C)N=C2SCCC(=O)N2C1c1cccc(Br)c1 (stereo not given)	1	0.9	-3	-3	1	6	-11	1624	6	12
CCCCOc1ccccc1C1C(C(=O)OC)=C(C)N(C)C(C)=C1C(=O)OC	1	1.1	3	8	4	1	-1	1549	-10	9
CCCCCOP(=O)(OCCCCC)C1(NS(=O)(=O)c2ccccc2)C=CC(=O)c2ccccc21 (stereo not given)	1	1	-4	3	-1	-15	-3	1508	3	9
CCn1c(=O)c(C2=NS(=O)(=O)c3ccccc3N2)c(O)c2ccccc21	1	0.9	0	x	x	x	-9	x	8	x

Shown with values under each structure: part of the list above
Fields: TNAP act hi DEA, bIAP act, TNAP inh hi DEA, PPARg SRC3 recr, HMGR II inh, PPARg SRC-1 ag, TNAP inh no acc, TR-FRET SRC-2 ct, bIAP inhibitor, PPARg SRC2 recr
- CCOC(=O)c1c(NC(=O)C(=O)N/N=C/c2ccc(O)c(OC)c2)sc2c1CCCCC2
 : 1, 0.7, 3, 4, -5, -4, -81, 1557, 27, -3
- COc1ccc(N2CC(O)=C(c3n(C)c4ccccc4[n+]3C)C2=N)cc1
 : 1, 0.9, -3, 2, -1, 0, -10, 1514, 15, -1
- C[N+]1(CCN2C(=O)C3CC=C(Cl)CC3C2=O)CCOCC1 (stereo not given)
 : 1, 1.1, 0, 2, 0, 5, -4, 1500, -8, 9
- O=C(c1cc2ccccc2c(=O)o1)N1CCCCCC1
 : 1, 0.9, 1, 2, 2, -1, -2, 1467, 6, -1
- Cc1cc(C)c(NC(=S)N(CCc2ccncc2)C(C)C)c(C)c1
 : 1, 1, -2, -5, -3, 3, -8, 1726, -2, -7
- CC(O)C(C(=O)OCc1ccc([N+](=O)[O-])cc1)N1C(=O)c2ccccc2C1=O (stereo not given)
 : 1, 0.7, -2, -9, -4, -4, -5, 1475, 29, -3
- CC(C)(C)NC(=O)C1CCN(S(=O)(=O)c2ccc(Br)cc2)CC1
 : 1, 0.9, -1, 0, 0, -1, 1, 1663, 8, 1
- CCOC(=O)C1=C(C)Nc2nc(C)nn2C1c1ccc(OCC)c(OC)c1 (stereo not given)
 : 1, 1, -4, 4, -4, 12, -7, 1590, -1, 6
- COc1ccc(NC(=O)CC(C)C)c(OC)c1
 : 1, 0.9, -2, -2, -1, -2, -6, 1352, 9, 5
- Cc1ccccc1Cn1c(CN2CCc3ccccc3C2)nc2c1c(=O)n(C)c(=O)n2C
 : 1, 1, -1, -2, -1, 0, -6, 1253, 2, -1
- COCCOC(=O)C1=C(C)N=C2SCCC(=O)N2C1c1cccc(Br)c1 (stereo not given)
 : 1, 0.9, -3, -3, 1, 6, -11, 1624, 6, 12
- CCCCOc1ccccc1C1C(C(=O)OC)=C(C)N(C)C(C)=C1C(=O)OC
 : 1, 1.1, 3, 8, 4, 1, -1, 1549, -10, 9
- CCCCCOP(=O)(OCCCCC)C1(NS(=O)(=O)c2ccccc2)C=CC(=O)c2ccccc21 (stereo not given)
 : 1, 1, -4, 3, -1, -15, -3, 1508, 3, 9

Remaining list, next part:
SMILES	TNAP act hi DEA	bIAP act	TNAP inh hi DEA	PPARg SRC3 recr	HMGR II inh	PPARg SRC-1 ag	TNAP inh no acc	TR-FRET SRC-2 ct	bIAP inhibitor	PPARg SRC2 recr
COc1cccc(NC(=O)C2CC2(c2cccc(OC)c2)c2cccc(OC)c2)c1 (stereo not given)	1.1	0.8	-6	2	-3	2	-78	1688	23	3
Cc1cccc(C)c1NC(=O)Cn1c(CN2CCCCC2)nc2ccccc2c1=O	1	0.4	2	2	-6	5	1	1510	x	6
C=C(C)COc1ccc2c(C)c(CC(=O)OC)c(=O)oc2c1C	1	0.9	2	2	-6	-2	-5	1467	8	5
O=C(CN1CCN(S(=O)(=O)c2ccccc2)CC1)Nc1ccccc1C(=O)c1ccccc1	1	0.5	2	0	4	3	-10	1695	x	0
CN(c1ccccc1C(=O)NC1CC2CCC1C2)S(=O)(=O)c1ccccc1 (stereo not given)	1	0.9	-4	3	-6	5	-11	1661	10	5
COc1cc(/C=N/Nc2nc(Nc3ccccc3)nc(-n3nc(C)cc3C)n2)cc(OC)c1OC	1	1	-2	3	-1	2	-82	1572	2	5
Cc1ccc(/C([O-])=C(/C(=S)Nc2ccc(SC(F)F)cc2)[n+]2ccccc2)cc1[N+](=O)[O-]	1	1	0	4	1	4	-10	1624	-4	9
O=C(CNC(=O)c1ccco1)OCc1c(F)cccc1Cl	1.1	1	-8	11	-3	6	5	1497	2	1
c1cn(CC2(Cn3ccnc3)COC2)cn1	1	1	-3	-11	2	-7	-9	1308	3	5
Cc1cccc(C(=O)NCC(=O)N2CC(=O)Nc3ccccc32)c1	1	1	1	5	7	13	-8	1605	-2	6
CCOc1[nH]n(-c2ccccc2)c(=O)c1C=NCC(=O)OC	1	1.1	-2	1	-10	12	-11	1616	-14	3
C=CCNC(=O)c1onc(CSc2ccc(Cl)cc2)c1C(=O)O	1	1.1	-2	-2	-2	-5	-8	1490	-7	-5
